UTI89 phage lysis: inhibition of K1F phage lysis, E. coli UTI89, bacterial capsule biogenesis inhibitors, alamar blue (AID 488966). E. coli UTI89 K1F phage lysis, alamar blue, 2 h; higher % means a stronger effect. inhibition, % at 100 µM, or IC50 in µM where a hit was titrated. actives 0.02% (n = 340,000);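 active = phage lysis inhibition, versus mean bacterial control, above a set limit; inconclusive = no clear call, values can overlap the other calls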;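 also: capsule biogenesis inhibitors block K1F phage lysis so surviving cells raise fluorescence; higher fluorescence means more inhibition of phage lysis; actives were called in the ten point dose series up to 300 µM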
RSV antiviral HEp-2: inhibition of RSV-induced cytopathic effect – HEp-2 cells, primary 10 µM value included (AID 2391); HEp-2 cells, RSV-induced CPE inhibition; higher % means a stronger effect; CPE inhibition, % at 10 µM; hits with a dose series show IC50 in µM; actives 0.13% (n = 310,000); in the data active = a potency from the dose series; inconclusive = CPE inhibition mostly from about 23% at the one dose, without a potency; inactive = the rest, 99 in 100 with CPE inhibition below about 21%; also: strong numbers were not always called active
AID2073: disruptors of CaV2.2 binding to Mint1 – biochemical, HTRF (AID 2073); HTRF protein-protein interaction, Mint1-CaV2.2; higher % means a stronger effect; inhibition, % at 20 µM; hits with a dose series show IC50 in µM; actives 0.19% (n = 290,000); in the data active = inhibition mostly above about 51%, no sharp cut-off; inconclusive = no clear call, values can overlap the other calls; inactive = mostly below about 53%; also: some results filed as inactive read as strong as hits
NTR1 agonist: NTR1-driven beta-arrestin-GFP spot formation – imaging, U2OS cells, high content, primary screen (AID 493036); actives 0.17% (n = 330,000); agonist mode; activation, % at 20 µM;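 active = activation at or above 40% of the spot to cytoplasm intensity ratio, with at least 20 cells analyzed; inconclusive = wells under 20 cells, flagged as cytotoxic or low count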;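 also: 0% = DMSO without peptide and 100% = 100 nM NTR1 peptide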
Target sequence (P30989 whole entry, looked up): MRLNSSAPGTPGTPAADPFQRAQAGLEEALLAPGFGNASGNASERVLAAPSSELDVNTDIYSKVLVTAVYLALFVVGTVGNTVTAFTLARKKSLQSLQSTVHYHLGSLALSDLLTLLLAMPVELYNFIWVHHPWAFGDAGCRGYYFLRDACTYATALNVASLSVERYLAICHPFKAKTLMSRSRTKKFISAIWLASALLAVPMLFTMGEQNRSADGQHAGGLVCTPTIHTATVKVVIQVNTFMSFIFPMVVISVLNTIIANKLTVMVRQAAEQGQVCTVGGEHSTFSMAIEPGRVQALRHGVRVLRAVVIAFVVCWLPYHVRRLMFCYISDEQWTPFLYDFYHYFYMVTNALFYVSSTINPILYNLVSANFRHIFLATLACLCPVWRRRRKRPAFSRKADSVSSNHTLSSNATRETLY
NS5 inhibitors: Dengue-2 NS5 methyltransferase inhibitors, primary screen, biochemical, confirmation dose response (AID 588689) | Dengue-2 NS5 methyltransferase capping enzyme assay, biochemical; higher % means a stronger effect | one-dose inhibition, % at 25 µM; IC50 in µM for titrated hits | actives 0.3% (n = 340,000); in the data active = a potency from the dose series; inconclusive = inhibition above about 29% without an active follow-up result
SV40 large T antigen: SV40 large T antigen inhibitors, biochemical (AID 1903); SV40 large T antigen ATPase/helicase inhibition assay; higher % means a stronger effect; inhibition, % at 20 µM, or IC50 in µM where a hit was titrated; actives 0.39% (n = 310,000); in the data active = a potency from the dose series; inconclusive = inhibition mostly from about 32% at the one dose, without a potency; inactive = the rest, 99 in 100 with inhibition below about 32%; also: strong numbers were not always called active
West Nile antiviral: West Nile virus antiviral activity, cell-based, CPE readout (AID 1621); CPE inhibition, % at 10 µM; hits with a dose series show IC50 in µM; West Nile virus-infected cells, CPE inhibition; higher % means a stronger effect; actives 0.02% (n = 290,000); in the data active = a potency from the dose series; inconclusive = CPE inhibition mostly from about 3.7% at the one dose, without a potency; inactive = the rest, 99 in 100 with CPE inhibition below about 2.2%; also: strong numbers were not always called active
MgcRacGAP inhibition: MgcRacGAP GTPase-activating activity inhibitors, confirmation, biochemical, ADP Hunter fluorescence; actives 0.6% (n = 340,000); MgcRacGAP-stimulated Rac1 GTP hydrolysis, ADP Hunter fluorescence; higher % means a stronger effect; GST-tagged Rac1 F28L mutant substrate; one-dose inhibition, % at 30 µM; IC50 in µM for titrated hits;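 active = first-screen hits whose inhibition reached a set limit at any dose in the follow-up dose series; inconclusive = inhibition above the set first-screen limit but never retested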;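 also: fluorescence reports GDP produced by GAP-driven GTP hydrolysis; strong numbers were not always called active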
Siah-1 displacement: blockers of Siah-1 interaction with plectin peptide – biochemical, fluorescence polarization, rhodamine-plectin, uHTS, primary screen (AID 1817) | Siah-1 / rhodamine-plectin peptide fluorescence polarization; higher % means a stronger effect | actives 0.02% (n = 290,000) | one-dose displacement, % at 20 µM; IC50 in µM for titrated hits;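 active = displacement of at least 50% at 20 µM, with a fluorescence ratio check between 0.3 and a set limit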;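 also: plate controls were Siah plus tracer with DMSO for no effect and tracer alone without Siah for full effect; strong numbers were not always called active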
NTR1 agonist cell count 20 µM: second read-out of NTR1 agonist, no call of its own (marks repeat the call); cell count; measured here: cell count, cytotoxicity flag
The depositor's hits bear a star; ? = inconclusive; nt = not tested or not shown; [ ] = remark or other dose. This is a random part of the collection (roughly 1.6% active in at least one column).

compound,UTI89 phage lysis,RSV antiviral HEp-2,AID2073,NTR1 agonist,NTR1 agonist cell count 20 µM,NS5 inhibitors,SV40 large T antigen,West Nile antiviral,MgcRacGAP inhibition,Siah-1 displacement
NC(=O)c1c(NC(=O)C2c3ccccc3Oc3ccccc32)sc2c1CCCCC2,-0.5%[50 µM],4.4%,29%,1.7,86,0%,8%,-0.5%,11%,10%
Fc1ccc(C2c3cccn3CCN2C(=S)Nc2cccc(F)c2)cc1 (stereo unspecified),0.2%,-0.9%,8%,1.9,62,-7%,6%,-0.6%,4%,-2%
CC(=O)OC1CC(n2ccc(NC(=O)c3ccccc3)nc2=O)OC1CO (stereo unspecified),-0.2%,nt,0%,-0.5,39,1%,-8%,1.3%,12%,2%
O=C(Cc1c[nH]c2ccccc12)NCc1ccc2c(c1)OCO2,5.8%,3.0%,-3%,1.7,43,-3%,19%,0.0%,1%,-3%
CCCCC(=O)N/C(N)=N/c1nc2ccccc2o1,-0.5%,17%,4%,0.4,40,-4%,8%,-0.3%,-5%,1%
CCOc1ccc(NC(=O)CN2CCC(n3cnc4cc(F)ccc43)CC2)cc1,nt,3.1%,-6%,-1.9,18,nt,0%,-0.6%,nt,-1%
CCC(=O)N1c2ccccc2NC2=C(C(=O)CC(C)(C)C2)C1c1ccc(O)c(OC)c1 (stereo unspecified),0.2%,2.3%,3%,-0.8,44,-5%,7%,0.0%,8%,2%
Cn1c(CNC(=O)CCNC(=O)c2ccc(F)c(F)c2)cc(=O)n(C)c1=O,0.3%,0.1%,7%,-0.9,60,-1%,13%,-0.3%,0%,-2%
Cc1ccnc(NS(=O)(=O)c2ccc(NC(=O)C3CC3)cc2)n1,0.1%,1.2%,10%,1.1,77,1%,6%,-0.1%,7%,-4%
COc1ccccc1CC(=O)NCC1CCCO1 (stereo unspecified),0.0%,1.1%,0%,-0.2,35,-3%,1%,-0.2%,14%,-3%
CCOC(=O)CSc1nc(-c2ccc3c(c2)OCO3)ccc1C#N,0.6%,-0.4%,12%,3.5,74,-10%,7%,-0.4%,3%,5%
CCOC(=O)CN1C(=O)S/C(=C/c2cc(C)n(C)c2C)C1=O,2.6%,-0.1%,nt,0.4,62,-3%,nt,0.5%,16%,nt
COc1cc(/C=C(\C#N)C(=O)Nc2ccccc2)ccc1OCCN1CCOCC1,-0.2%[50 µM],1.6%,1%,0.6,56,-1%,21%,-0.1%,7%,0%
Cc1nn(-c2ccccn2)c2c1C(=O)C(Br)CC2 (stereo unspecified),0.0%,nt,9%,nt,nt,61%,35%,0.7%,-53%,-1%
CC(=O)Nc1ccc(S(=O)(=O)N2CCCCC2C(=O)O)cc1 (stereo unspecified),0.3%,0.7%,0%,1.4,56,2%,7%,0.3%,5%,3%

Of the compounds above, 4 have a halogen.
compound,UTI89 phage lysis,RSV antiviral HEp-2,AID2073,NTR1 agonist,NTR1 agonist cell count 20 µM,NS5 inhibitors,SV40 large T antigen,West Nile antiviral,MgcRacGAP inhibition,Siah-1 displacement
Fc1ccc(C2c3cccn3CCN2C(=S)Nc2cccc(F)c2)cc1 (stereo unspecified),0.2%,-0.9%,8%,1.9,62,-7%,6%,-0.6%,4%,-2%
CCOc1ccc(NC(=O)CN2CCC(n3cnc4cc(F)ccc43)CC2)cc1,nt,3.1%,-6%,-1.9,18,nt,0%,-0.6%,nt,-1%
Cn1c(CNC(=O)CCNC(=O)c2ccc(F)c(F)c2)cc(=O)n(C)c1=O,0.3%,0.1%,7%,-0.9,60,-1%,13%,-0.3%,0%,-2%
Cc1nn(-c2ccccn2)c2c1C(=O)C(Br)CC2 (stereo unspecified),0.0%,nt,9%,nt,nt,61%,35%,0.7%,-53%,-1%

The listing picks up; the two compounds before the break are reprinted first.
compound,UTI89 phage lysis,RSV antiviral HEp-2,AID2073,NTR1 agonist,NTR1 agonist cell count 20 µM,NS5 inhibitors,SV40 large T antigen,West Nile antiviral,MgcRacGAP inhibition,Siah-1 displacement
Cc1nn(-c2ccccn2)c2c1C(=O)C(Br)CC2 (stereo unspecified),0.0%,nt,9%,nt,nt,61%,35%,0.7%,-53%,-1%
CC(=O)Nc1ccc(S(=O)(=O)N2CCCCC2C(=O)O)cc1 (stereo unspecified),0.3%,0.7%,0%,1.4,56,2%,7%,0.3%,5%,3%
COc1cc2cnc(-c3ccccc3)c(-c3cc(OC)c(OC)c(OC)c3)c2cc1OC,0.8%,3.5%,nt,-0.3,51,1%,nt,nt,-1%,nt
N[C@@H](Cc1ccccc1)c1nnc(SCc2ccccc2F)o1,-0.2%,1.1%,-3%,-1.0,84,-2%,10%,0.0%,5%,21%
FCCCOc1ccc(/C=N/OCc2ccc(Cl)cc2Cl)cc1,0.4%,9.6%,-3%,-1.1,55,nt,-2%,-0.2%,5%,2%
CCOC(=O)c1c(NC(=O)CC2Sc3ccc(C(F)(F)F)cc3NC2=O)sc(C)c1C (stereo unspecified),1.6%,1.1%,-6%,-0.9,69,4%,-4%,-0.2%,6%,12%
CC(=O)N1CCN(Cc2nc3cc(NC(=O)c4ccccc4C)ccc3n2C)CC1,10%,0.6%,-8%,2.9,57,-1%,-1%,0.1%,3%,-1%
Cc1nnsc1-c1c(C(=O)O)c(C)nn1-c1ccc(OC(F)(F)F)cc1,1.3%,4.5%,-11%,-0.6,43,-2%,0%,0.7%,14%,-1%
Cc1cccc(C(=O)Nc2ccccc2C(=O)OCc2c(C)noc2C)c1,0.2%,10%,-1%,4.8,100,0%,?,-0.5%,9%,5%
CCCn1cc(S(=O)(=O)c2ccc(C)cc2)c(=O)c2cc(OC)ccc21,1.4%,0.7%,13%,-0.2,50,-8%,14%,-0.8%,8%,-2%
Cc1cc(C)c(NC(=O)c2ccccc2N(C)S(C)(=O)=O)c(C)c1,-1.6%,nt,-10%,1.0,80,-5%,-1%,1.4%,-3%,6%
COc1cc(S(=O)(=O)Nc2ccc(C)cc2)ccc1N=Cc1c(C)[nH]n(-c2ccc(C)cc2)c1=O,0.8%[50 µM],1.1%,3%,2.0,69,0%,3%,-1.2%,13%,0%
COc1cc(/C=N/N2C(=O)C3C4c5ccccc5C(c5ccccc54)C3C2=O)ccc1O (stereo unspecified),0.0%,2.0%,18%,1.8,43,-1%,19%,-0.4%,5%,0%
COc1ccccc1NC(=O)Cn1ccn(-c2cccc3ccccc23)c(=O)c1=O,0.7%[50 µM],0.8%,nt,-0.8,54,-1%,10%,nt,6%,nt
C#CCSc1nc(Cc2ccc(Cl)cc2)nc2ccccc12,0.0%,0.0%,10%,5.3,75,3%,-1%,1.0%,-1%,5%
O=C(O)c1csc(-c2ccccc2)n1,0.4%,1.9%,12%,0.7,60,-3%,19%,0.1%,2%,5%
Cc1ccc(S(=O)(=O)NC2(C(F)(F)F)NC(=O)N(c3ccccc3F)C2=O)cc1 (stereo unspecified),-0.1%,0.9%,7%,-2.7,50,-2%,8%,-0.3%,10%,2%
Cn1c(NCc2ccccc2)cc(=O)n(C)c1=O,-2.9%,1.3%,38%,-1.2,59,-14%,2%,0.6%,6%,-3%
COc1c(Cl)cc(Cl)cc1C(=O)Nc1ccc(NC(C)=O)cc1,0.1%,-0.7%,10%,1.5,36,-1%,7%,-0.4%,1%,-4%
COc1ccc(/C=C(/NC(=O)c2ccco2)C(=O)NCCc2ccccc2)cc1,0.0%,0.9%,9%,0.5,46,0%,3%,-0.7%,8%,-6%
O=C(NCCCN1CCOCC1)c1ccc2c(c1)N(Cc1ccccc1)C(=O)c1ccccc1S2=O (stereo unspecified),0.0%,-1.9%,9%,-0.1,62,5%,7%,-0.7%,-1%,0%
N#C/C(=C\c1ccc(F)cc1F)S(=O)(=O)c1ccccn1,0.1%,0.7%,5%,-0.9,43,8%,8%,-0.3%,7%,-2%
O=C(c1cc2ccccc2o1)N1CCCCCC1,0.5%,3.6%,7%,-2.9,53,5%,2%,0.2%,15%,4%
O=S(=O)(NC1CCCC1)c1ccccc1Br,0.3%,1.1%,0%,-0.6,62,-3%,18%,1.2%,3%,3%
COc1ccc(/C=N\NS(=O)(=O)c2ccc(Cl)cc2)cc1COc1ccccc1[N+](=O)[O-],11%,2.5%,-13%,1.4,62,-2%,4%,nt,8%,0%
COCCN(C(=O)Cn1nnc2ccccc21)C(C(=O)NC1CCCC1)c1cc(OC)ccc1OC (stereo unspecified),-0.7%,-0.2%,-4%,0.6,46,5%,2%,-0.3%,5%,0%
CCOC(=O)C(NC(=O)c1ccccc1F)(Nc1cc(C)on1)C(F)(F)F (stereo unspecified),1.5%,2.0%,1%,-0.8,63,1%,0%,-0.5%,5%,5%
C=CCSc1nnc(COc2ccc(=O)n(-c3ccccc3)n2)n1CC,0.8%,2.6%,5%,1.1,61,0%,5%,-0.2%,1%,10%
Cc1ccccc1-c1nc(-c2ccccn2)no1,0.9%,-0.3%,8%,0.9,51,nt,8%,-0.9%,6%,4%
COc1ccc(N(CC(=O)N2CCN(c3ccc(Cl)cc3)CC2)S(=O)(=O)c2c(C)n[nH]c2C)cc1,-0.2%,-0.1%,-2%,6.3,36,-5%,7%,nt,5%,0%
CC1CCc2sc(C(=O)N3CCN(c4ncccn4)CC3)cc2C1 (stereo unspecified),1.1%[50 µM],1.0%,6%,0.4,57,-2%,18%,-0.6%,5%,-3%
COc1ccc(-c2cc(-c3nc4ccccn4c3NCc3ccccc3)ccc2OC)cc1,3.9%,nt,nt,19,80,-11%,nt,nt,13%,nt
Cc1ccc(CNC(=O)CNS(=O)(=O)c2ccc(Br)s2)cc1,0.5%,0.5%,-2%,1.8,43,-7%,15%,1.1%,7%,4%
O=C(O)CCCC(=O)Nc1ccc(N2CCCC2)cc1,7.1%,0.9%,-12%,-0.2,50,9%,-7%,0.8%,18%,-3%
COc1ccc(OC)c(NS(=O)(=O)c2ccc3c(c2)n(C)c(=O)n3C)c1,-0.2%,1.0%,-7%,0.4,73,-5%,7%,-0.3%,5%,4%
CC1CCc2[nH]c3ccc(C(=O)NCCCOC(C)C)cc3c2C1 (stereo unspecified),-0.3%,3.3%,-5%,1.9,27,-10%,3%,-0.2%,4%,-1%
CC(=O)c1cnc2c(-c3ccccc3)c(-c3ccccc3)nn2c1C,0.3%,2.0%,7%,2.7,77,nt,4%,-0.4%,16%,5%
Cc1cc2ccccc2c(=O)n1CC(=O)NCC(=O)N1CCCC(C)C1 (stereo unspecified),-0.7%,1.2%,-3%,5.6,77,-7%,-6%,-0.3%,-3%,3%
O=C(Nc1cccnc1)c1noc2c1CCCC2,0.7%,1.4%,-10%,-0.5,58,1%,-3%,-1.5%,7%,2%

Source: PubChem BioAssay
